# HIV fusion peptide – cell-free HIV fusion peptide-binding blockers – biochemical, uHTS, fluorescence dequenching, primary screen (AID 1986). cell-free peptide binding, fluorescence dequenching, 30 min; higher % means a stronger effect. one-dose inhibition, % at 20 µM; IC50 in µM for titrated hits. actives 0.3% (n = 290,000); in the data active = inhibition mostly above about 52%, no sharp cut-off; inactive = mostly below about 76%; note: some results filed as inactive read as strong as hits
# GPR35 arrestin U2OS – inhibition of zaprinast-stimulated GPR35 beta-arrestin translocation – imaging, U2OS, beta-arrestin-GFP, zaprinast agonist, primary screen (AID 2058) | U2OS GPR35 beta-arrestin-GFP translocation imaging, zaprinast antagonism; higher % means a stronger effect | inhibition, % at 10 µM; hits with a dose series show IC50 in µM | actives 0.052% (n = 290,000);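 active = inhibition of at least 50% with at least 30 cells and total cytoplasm GFP at most 10,000,000; inconclusive = under 30 cells or total GFP of 10,000,000 plus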
# KOR beta-arrestin-1 – KOR antagonists, beta-arrestin recruitment, cell-based, luminescence, uHTS (AID 1778) | KOR beta-arrestin recruitment, luminescence, antagonist mode; higher % means a stronger effect | inhibition, % at 10 µM, or IC50 in µM where a hit was titrated | actives 0.091% (n = 290,000); note: strong numbers were not always called active
# GPR55 LPI antagonism – inhibition of LPI-stimulated GPR55 beta-arrestin translocation – imaging, U2OS, beta-arrestin-GFP, LPI agonist, primary screen (AID 2013); U2OS GPR55 beta-arrestin-GFP translocation imaging, LPI antagonism; higher % means a stronger effect; one-dose inhibition, % at 10 µM; IC50 in µM for titrated hits; actives 0.13% (n = 290,000);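 active = spots per cell inhibited over 60%, with over 100 cells counted and total cytoplasm intensity under 500,000; inconclusive = wells with under 100 cells, flagged as likely toxic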;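 note: U2OS cells stably carrying GPR55 and arrestin-GFP stimulated by 5 µM LPI near EC80; imaged beta-arrestin-GFP aggregate spots per cell after agonist stimulation; plate controls were LPI-stimulated DMSO wells for no effect and DMSO wells without LPI for full effect; some results filed as inactive read as strong as hits; confirmed hits need IC50 under 10 µM and bright autofluorescent wells are also inconclusive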
# NOD2 inhibition – NOD2 signaling inhibitors, cell-based, luminescence, uHTS, HEK293 (AID 1566); inhibition, % at 4 µM, or EC50 in µM where a hit was titrated; HEK293 NOD2/NF-kB luciferase reporter, luminescence; higher % means a stronger effect; actives 0.63% (n = 290,000); note: many of its hits are not listed in these tables
# NOD1 NF-kB reporter – NOD1 signaling inhibitors, primary screen, cell-based, luminescence, uHTS (AID 1578); inhibition, % at 4 µM; hits with a dose series show EC50 in µM; actives 1% (n = 290,000); NOD1-driven NF-kB luciferase reporter cells, luminescence; higher % means a stronger effect; in the data active = inhibition mostly above about 36%, no sharp cut-off; inactive = mostly below about 34%;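 note: HEK-293T reporter cells stimulated with the NOD1 agonist gamma-tri-DAP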
# GPR55 beta-arrestin – GPR55 agonists via beta-arrestin recruitment, primary screen, imaging, U2OS cells, beta-arrestin-GFP redistribution (AID 1961); activation, % at 10 µM; hits with a dose series show EC50 in µM; actives 0.048% (n = 290,000); U2OS GPR55 beta-arrestin-GFP redistribution imaging; higher % means a stronger effect;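 active = activation above 40% with more than 50 cells counted in the well; inconclusive = wells holding fewer than 50 cells, flagged as toxic or sparse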;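 note: U2OS osteosarcoma cells stably expressing GPR55 and beta-arrestin-GFP; plate controls were DMSO negative control for no effect and LPI positive control for full effect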
# KOR beta-arrestin-2 – kappa opioid receptor activators – cell-based, luminescence, uHTS, primary screen (AID 1777); KOR beta-arrestin recruitment, luminescence; higher % means a stronger effect; actives 0.02% (n = 280,000); activation, % at 10 µM; hits with a dose series show EC50 in µM; in the data active = activation above about 50%, passing the limit was not always enough; note: a part of the inactive calls stands beside numbers as strong as those of hits
# Myeloid diff MLP – compounds promoting myeloid differentiation | ER-HoxA9 myeloid progenitors, lysozyme-GFP differentiation, flow cytometry | calls only at 10 µM | actives 1% (n = 360,000);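 active = normalized GFP-positive differentiation at or above the plate's own cutoff, the solvent-only control mean plus 3 SD; inconclusive = no clear call, values can overlap the other calls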;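 note: cells exposed to compound for four days before flow analysis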
# Myeloid diff MLP GFP+ MAC1+ % – also measured in Myeloid diff MLP; calls as there; GFP+ MAC1+ double positive, %; measured here: differentiation confirmed by MAC1 staining
# * hit, by the source's call; i = inactive; ? = inconclusive; . = not tested or not shown; [ ] = remark or other dose. Cut-off read from the data, not from the text of the source, unless noted: active = inhibition above about 50%; inactive = the rest. An excerpt (hit frequency here may not be typical).
SMILES,HIV fusion peptide,GPR35 arrestin U2OS,KOR beta-arrestin-1,GPR55 LPI antagonism,NOD2 inhibition,NOD1 NF-kB reporter,GPR55 beta-arrestin,KOR beta-arrestin-2,Myeloid diff MLP,Myeloid diff MLP GFP+ MAC1+ %
CN(C(=O)c1cc(-c2ccccc2)on1)C1CCCCC1,-0.8%,0%,-18%,-2%,-113%,-74%,-0.4%,4.9%,i,1.1
CN1CCc2c(sc3c2c(=O)n(-c2ccccc2)c2nncn32)C1,4.6%,20%,-39%,6%,2%,6%,-0.1%,0.7%,i,2.0
NC(=O)[C@H]1CC2(CC(c3cccc(NC(=O)[C@H]4CCC(=O)N4)c3)=NO2)CN1C(=O)c1cc([N+](=O)[O-])cc([N+](=O)[O-])c1 (some centres undefined),-1.0%,1%,10%,9%,23%,0%,-0.2%,-0.8%,i,1.6
O=C(CN1C(=O)C2C3C=CC(C3)C2C1=O)Nc1ccc(S(=O)(=O)N2CCCCC2)cc1 (centres undefined),-0.7%,8%,18%,-5%,15%,-5%,-0.3%,1.6%,i,0.4
Cc1c(C(=O)Nc2nc3ccccc3[nH]2)oc2c(Cl)cccc12,-0.5%,13%,6%,0%,-85%,7%,0.1%,0.6%,i,0.6
CC/C(Cc1ccccc1)=N/NC(=O)CNC(=O)c1ccc(Cl)cc1Cl,-0.3%,-1%,-7%,-4%,11%,-22%,0.7%,-3.2%,i,1.1
CCOC(=O)CSc1nnc(CNC(=O)Cc2ccccc2)n1-c1ccccc1OC,-0.5%,1%,1%,-1%,6%,-25%,0.0%,-1.1%,i,6.9
COc1ccc(N(CC(=O)NC2CCCC2)C(=O)CCC(=O)Nc2cc(C)on2)c(OC)c1,1.7%,6%,-37%,-1%,3%,-48%,-0.3%,12%,i,1.4
O=C(CN1CCN(c2ccc(F)cc2)CC1)N1CCC(Cc2ccccc2)CC1,1.0%,-9%,13%,31%,-10%,3%,0.0%,-5.8%,i,6.5
Cc1ccc2c(CNCc3ccccc3)cc(=O)oc2c1,-3.7%,-1%,-11%,1%,-10%,39%,0.2%,0.7%,i,5.0
Cc1nnc(C)c2c(C)n(-c3ccc4ncccc4c3)c(C)c12,-2.2%,3%,-2%[20 µM],3%,23%,-26%,-0.1%,.,i,0.5
CC(C)Cc1nc2ccccc2[nH]1,0.5%,-4%,11%,7%,26%,-3%,0.4%,1.1%,i,0.2
O=C(CNC(=O)c1ccccc1F)NC1=NCCS1,-1.5%,-8%,10%,29%,0%,-35%,0.6%,-3.1%,i,0.6
c1ccc(-c2noc(-c3ccco3)n2)nc1,-2.1%,1%,25%,6%,-45%,-24%,-0.1%,-1.2%,i,0.3
COc1ccc(N2CC(C(=O)Nc3nnc(Cc4ccccc4)s3)CC2=O)cc1 (centres undefined),1.3%,-8%,-15%,9%,14%,-13%,?,-4.8%,i,0.3
COc1ccc(-c2c/c(=N\c3nc(-c4ccccc4)c(C)s3)c3ccccc3o2)cc1O,0.2%,-5%,-74%,-8%,0%,-42%,-0.2%,-4.4%,.,.
CCOCCCNC(=O)COc1ccc(OC)cc1,2.2%,0%,-4%,8%,20%,-12%,-0.1%,-0.6%,i,0.5
COc1ccc(OC)c(NC(=O)c2ccccc2NC(=O)c2ccco2)c1,1.9%,1%,-11%,13%,24%,3%,1.4%,-1.1%,i,0.1
CCOc1cc(S(=O)(=O)NCc2ccccn2)c(C)cc1C,4.8%,-4%,-8%,9%,-13%,4%,-0.1%,-7.7%,.,.
CCOC(=O)COc1nc(N(C)C)nc(N(C)C)n1,0.2%,0%,16%,-5%,3%,-7%,-0.2%,7.1%,i,0.8
CCC(=O)Nc1nnc(SCCN2CCOCC2)s1,-1.6%,2%,2%,15%,-4%,-23%,0.2%,-8.6%,i,0.1
Cc1cccc(C)c1NC(=O)CNC(=O)Cc1ccc(Br)cc1,0.5%,-6%,-16%,6%,8%,-28%,0.1%,-3.1%,i,0.6
O=[N+]([O-])c1ccc(/C=N/NC2=NS(=O)(=O)c3ccccc32)cc1,-2.5%,-9%,-13%,-3%,18%,-5%,-0.5%,-4.1%,i,0.3
CSC1=N/C(=C\C=C\c2cccs2)C(=O)S1,12%,1%,3%,0%,6%,-12%,-0.1%,-3.7%,i,0.9
COCCCNC(=O)c1ccc(Cn2c(=O)c3ccccc3n(CC(=O)NCc3ccco3)c2=O)cc1,-0.6%,-2%,7%,2%,16%,0%,-0.3%,-1.7%,i,0.6
SMILES,HIV fusion peptide,GPR35 arrestin U2OS,KOR beta-arrestin-1,GPR55 LPI antagonism,NOD2 inhibition,NOD1 NF-kB reporter,GPR55 beta-arrestin,KOR beta-arrestin-2,Myeloid diff MLP,Myeloid diff MLP GFP+ MAC1+ %
CCC(C)/C(C)=N/NC(=O)C1COc2ccccc2O1 (centres undefined),-1.1%,-11%,16%,10%,19%,-6%,-0.2%,-0.9%,i,0.0
O=C(NCC1CCCO1)c1cc2c([nH]c3ccccc32)c(-c2cccc(Cl)c2)n1 (centres undefined),0.9%,-3%,-72%[20 µM],55%,-3%,73%*,-0.1%,-2.4%,?,.
O=C(CCc1c[nH]c2ccccc12)NCc1cccc(Cl)c1,0.2%,2%,-5%,-4%,8%,-34%,-0.2%,-1.6%,i,0.0
C(=N\Nc1ccccc1)/c1ccc(N2CCOCC2)cc1,-0.6%,-7%,22%,.,-44%,-12%,0.0%,-1.3%,i,1.7
O=[N+]([O-])c1cccc(NC(=S)NCCc2ccccc2)c1,-3.4%,4%,0%,4%,0%,6%,?,6.0%,i,0.2
COc1ccc(N2CCN(CC(=O)c3ccc(O)c(C)c3O)CC2)cc1,-1.0%,-10%,-31%,5%,14%,2%,0.2%,-5.2%,i,0.5
Cc1ccc(C)c(OCc2cc(C(=O)NC(C)c3cnn(C)c3)no2)c1 (centres undefined),2.9%,-10%,25%,16%,11%,-24%,-0.1%,-0.2%,i,5.6
O=C1CC(C(=O)Nc2ccc(Cl)cc2)n2ncnc2N1 (centres undefined),0.0%,11%,23%,15%,11%,-26%,-0.8%,-5.9%,i,0.3
CCOC(=O)N1CCN(C(=O)Cc2ccccc2[N+](=O)[O-])CC1,0.4%,14%,8%,2%,19%,15%,0.4%,-23%,i,1.0
O=C(Nc1ccccn1)c1ccc(C(=O)Nc2ccccn2)cc1,0.5%,9%,10%,5%,-24%,-5%,0.4%,-3.3%,i,0.7
Cc1ccc(NC(=O)Cn2c(CCC(=O)O)ccc2-c2ccc(Cl)cc2)cc1,5.6%,-3%,-19%,8%,8%,9%,0.0%,0.4%,i,0.3
Cn1c(N)c(N2CCN(c3ccccc3)CC2)c(=O)[nH]c1=O,-0.4%,2%,26%,5%,23%,-35%,-0.7%,-1.6%,i,0.5
CCN(CC)CCN(C(=O)CCOc1ccccc1)c1nc2ccc(F)cc2s1,2.2%,-5%,11%,14%,10%,-16%,0.7%,-2.2%,i,0.7
O=C(NCc1ccco1)c1ccc2c(=O)n(CCC3=CCCCC3)c(=O)[nH]c2c1,4.0%,-3%,-11%,29%,16%,7%,-0.1%,0.0%,i,0.7
CCOC(=O)c1cc2oc(C(c3nnnn3C3CCCCC3)N3CCOCC3)cc2[nH]1 (centres undefined),25%,14%,-35%,-10%,12%,-24%,0.4%,7.8%,i,1.6
COc1ccc(C(=O)Nc2nnc(-c3ccccc3)o2)cc1OC,-0.1%,-2%,3%,-2%,5%,-26%,0.5%,1.4%,i,0.7
O=C(Cn1nnnc1CN1CCOCC1)N1CCC(c2cccc(Cl)c2)C1 (centres undefined),-0.4%,6%,-10%,-4%,5%,-25%,-0.1%,4.8%,i,0.7
O=C(CN(Cc1ccc(F)cc1)C(=O)c1csnn1)NC1CCCC1,0.4%,-2%,-43%,-11%,12%,10%,-0.1%,-0.8%,i,3.6
Cc1nc2sc(C(c3ccc(Br)cc3)N3CC(C)OC(C)C3)c(O)n2n1 (centres undefined),0.1%,-2%,14%,4%,6%,-9%,-0.1%,-8.0%,i,0.4
CC(C)(C)C(=O)CN1C2=NCCN2c2ccccc21,0.7%,9%,-3%[20 µM],14%,14%,-12%,-0.2%,-4.8%,i,0.1
CC1(c2ccc3ccccc3c2)NC(=O)NC1=O (centres undefined),-0.4%,6%,-1%,-6%,-2%,0%,0.0%,-3.0%,i,0.9
CCOC(=O)C1CCCN(C(=O)COc2ccc(N(C)S(=O)(=O)c3ccc(C)cc3)cc2)C1 (centres undefined),-1.1%,-7%,-1%,6%,10%,-14%,0.6%,0.9%,i,0.1
O=S(=O)(c1cc(F)ccc1F)N1CCN(c2ncccn2)CC1,-0.6%,-6%,2%,-23%,2%,-24%,-0.1%,0.7%,i,0.0
N#Cc1cc(C(=O)c2cc(Cl)ccc2O)cn(CC2CCCO2)c1=O (centres undefined),-2.4%,31%,35%,-10%,14%,2%,-0.1%,-2.2%,i,1.1
N#Cc1c(N)nc2c(c1-c1ccccc1)CCC2,1.1%,6%,-22%[20 µM],-2%,-22%,-36%,-0.1%,.,i,0.3
SMILES,HIV fusion peptide,GPR35 arrestin U2OS,KOR beta-arrestin-1,GPR55 LPI antagonism,NOD2 inhibition,NOD1 NF-kB reporter,GPR55 beta-arrestin,KOR beta-arrestin-2,Myeloid diff MLP,Myeloid diff MLP GFP+ MAC1+ %
CSc1ccc(/C=N/n2c(C)nnc2C)cc1,-0.9%,-5%,-4%,6%,-9%,-34%,-0.1%,-2.6%,i,0.9
COc1cc(NC(=O)CCc2c(C)[nH]c(=O)c(C#N)c2C)cc(OC)c1,-0.4%,6%,-6%,14%,10%,-13%,-0.2%,0.9%,i,3.7
CCOC(=O)N=Nc1c(O)n(CC(=O)OC)c2ccccc12,-1.1%,3%,7%,-1%,9%,-16%,-1.2%,2.8%,i,0.3
CCN1CCCC1CNC(=O)CN1C(=O)COc2ccc(C)cc21 (centres undefined),-0.9%,15%,0%,-9%,9%,1%,-0.3%,-2.4%,i,4.5
CS(=O)(=O)N1CCN(Cc2cc(=O)n3ccsc3n2)CC1,-0.9%,17%,-22%,16%,0%,-36%,-0.1%,-5.3%,i,0.6
C=CCN1C(=O)/C(=C\c2cc(Br)c(OCc3ccccn3)c(OC)c2)SC1=S,-0.8%,-6%,-7%,16%,3%,-7%,-0.2%,-3.1%,i,0.2

# A few values from the list:
# KOR beta-arrestin-2 with COc1cc(NC(=O)CCc2c(C)[nH]c(=O)c(C#N)c2C)cc(OC)c1 reads 0.9%
# HIV fusion peptide with CS(=O)(=O)N1CCN(Cc2cc(=O)n3ccsc3n2)CC1 reads -0.9%

# Assay outcomes deposited in PubChem BioAssay by several laboratories.
